INS-1E GSIS act = GLuc luminescence reporter in INS-1E cells, primary screen for activators of glucose-dependent secretion of insulin | activation, % at 16.6 µM | INS-1E GLuc reporter insulin secretion, 2-3 h | AID 743287 | actives 0.61% (n = 370,000);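 active = lowest replicate activation of at least 40%, so every replicate reaches that level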;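 also: 0% = median of neutral control wells and 100% = median of IBMX positive control wells; some compounds called inactive have numbers as strong as hits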
CFTR F508del cor = correctors of CFTR F508del function in bronchial epithelial cells. CFBE cells, YFP halide quenching; stimulated with forskolin plus potentiator P3; % fluorescence drop versus neutral controls. activity (quench increase), % at 7.58 µM. actives 0.36% (n = 350,000);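 active = mean added fluorescence quench of at least 8% versus neutral control, with both replicates also reaching 8%; inconclusive = only one of the mean or replicate conditions met; inactive = mean below 8% and not both replicates reaching 8%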;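 also: cells transiently co-express mutant CFTR-F508del with the halide-sensitive YFP; corrector assay measuring rescue of mutant channel to the surface after 24 h compound exposure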
PAX8 reporter = inhibitors of PAX8 transcriptional activity in RMG-I cells; inhibition, % at 12.6 µM; actives 1.2% (n = 360,000); RMG-I TPO-luciferase reporter, SteadyGlo, 24 h;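 active = mean replicate inhibition at least 60% with every replicate also reaching 60%; inconclusive = only one of the two criteria is met; inactive = mean below 60% and not all replicates reaching 60%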;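 also: luciferase light reporting Pax8 driven TPO promoter activity; plate controls were median of neutral control wells for no effect and mitoxantrone controls for full effect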
EWS-Fli inh = inhibitors of EWS/Fli oncoprotein transcriptional activity; inhibition, % at 12.6 µM; A673 NR0B1-luciferase reporter, viability-normalised; AID 651661; actives 0.67% (n = 350,000);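 active = mean inhibition of at least 50% after viability correction, with every replicate also passing that limit; inconclusive = mean reaches 50% but only one of two replicates passes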;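 also: firefly luciferase signal divided by Alamar Blue viability fluorescence both relative to DMSO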
FN deposition inh = fibronectin deposition inhibition. AH1F fibroblasts, Alexa488-fibronectin deposition fluorescence, overnight. inhibition, % at 12.6 µM. actives 0.086% (n = 350,000). AID 743247;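 active = mean inhibition across replicates of 30% or more, regardless of how many single replicates reach that level; inconclusive = mean under 30% yet at least half of replicates reach 30%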;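 also: positive control wells lacked labelled fibronectin entirely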
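Material: AH1F fibroblasts assembling fluorescent fibronectin matrix; amount: 10000 AH1F cells/well; medium: DMEM, 2% serum; reagent: Alexa488-fibronectin, 24 nM final in well; dosing: single compound dose, delivered by pin transfer; incubation: 1 h adhesion, overnight exposure; detection: fluorescence after three HBSS washes, excitation 485 nm, emission 525 nm; measure: fibronectin deposition inhibition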
DENV2 CPE rescue = protects cells from dengue virus 2 cytopathic effect. actives 1.7% (n = 350,000). CPE inhibition, % at 9.99 µM. AID 651640. DENV2-infected cells, cytopathic effect rescue, plate reader; in the data active = CPE inhibition above about 20%, passing the limit was not always enough; inconclusive = no clear call, values can overlap the other calls; tested in BHK-21 cells;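 also: 0% = median of neutral control wells and 100% = median of positive control wells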
miR122 inh = miR-122 inhibition in Huh7 cells; Huh7 miR-122 Renilla luciferase sensor, 48 h; neutral wells = 0, positive control = 100; activation (reporter increase), % at 12.5 µM; actives 0.3% (n = 340,000);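 active = mean replicate activation score at least 90 and every replicate individually at or above 90; inconclusive = only one of the two criteria met; inactive = neither criterion met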;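 also: higher luciferase means less miR-122 activity so hits act as miR-122 inhibitors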
Numbers without * were called inactive; ? = inconclusive; / = not tested or not shown; [ ] = another dose, or the depositor's remark.

SMILES | INS-1E GSIS act | CFTR F508del cor | PAX8 reporter | EWS-Fli inh | FN deposition inh | DENV2 CPE rescue | miR122 inh
CNC[C@H]1OCCCC[C@@H](C)Oc2ccc(NS(=O)(=O)c3cn(C)cn3)cc2C(=O)N([C@H](C)CO)C[C@H]1C | 34.7 | -0.3 | -15.1 | -4.5 | / | 5.2 | 4.1[16.7 µM]
COc1ccc(N(CC(=O)Nc2cccc(N(C)S(C)(=O)=O)c2)S(C)(=O)=O)cc1OC | -0.9 | 1.1 | / | 10.9 | / | 0.2 | -4.1
Cc1ccc(CNC(=O)C(=O)NCC2OCCN2S(=O)(=O)c2ccc(C)cc2)cc1 (configuration not stated) | 5.2 | 0.1 | 4.2 | 8.3 | / | 11.0 | -0.5
C/C=C/c1ccc2c(c1)O[C@H](CN(C)C(=O)c1ccccc1)[C@H](C)CN([C@H](C)CO)S2(=O)=O | 6.0 | 1.5 | 7.8 | 12.7 | -0.1 | -1.3 | -3.4[16.7 µM]
CCc1nc2ccc(C(=O)NCCc3ccccc3OC)cc2nc1CC | -19.0 | 0.7 | -13.0 | -18.4 | -2.5 | 8.9 | -7.0
CCC(=O)N(C)C[C@H]1Oc2cc(-c3cccnc3)ccc2S(=O)(=O)N([C@@H](C)CO)C[C@H]1C | 10.7 | 0.8 | / | -2.5 | 1.6 | 15.4 | -9.8[16.7 µM]
COC(=O)c1ccc2c(=O)n(CCN3CCOCC3)c(SCC(=O)Nc3ccccc3Cl)nc2c1 | 3.1 | -2.0 | -4.9 | / | 3.9 | 4.1 | 2.5
COc1ccccc1CC(=O)Nc1ccc(NC(=O)c2cccs2)cc1 | 18.9 | -0.2 | -21.9 | / | 4.4 | -3.6 | /
NCCN1C(=O)c2ccccc2C1(O)c1ccc(Cl)cc1 (configuration not stated) | -0.1 | 0.0 | 8.2 | 0.9 | -8.6 | 3.0 | /
C#CCOc1ccccc1C(N)=O | / | -2.3 | 7.5 | -1.0 | 3.1 | -6.1 | -4.9
COCCOC(=O)C1=C(C)NC(C)=C(C(=O)OCCOC)C1/C=C/c1ccccc1OC | / | 0.3 | -18.8 | 5.8 | 0.6 | 2.2 | /
C/C=C/c1ccc2c(c1)O[C@@H](CN(C)C(=O)c1ccc3c(c1)OCO3)[C@H](C)CN([C@@H](C)CO)S2(=O)=O | -14.3 | 2.0 | / | 10.2 | -25.8 | 12.4 | 19.1[16.7 µM]
COc1cc(C(=O)N2CCNCC2)cc(OC)c1OC | 13.4 | -8.5 | 30.1 | 0.9 | -3.0 | -7.5 | /
Cc1noc(C)c1NC(=O)N(C)C[C@H]1Oc2ncc(C#CC3CCCC3)cc2C(=O)N([C@@H](C)CO)C[C@H]1C | -2.0 | 0.7 | 1.9 | -2.3 | -12.8 | -8.0 | -7.9[16.7 µM]
COC(=O)[C@]1(C)N[C@H](CN(C)C(=O)c2ccc(C)cc2)[C@@H]2C(=O)N(C)C(=O)[C@@H]21 | 11.2 | -3.8 | 1.9 | -1.2 | 9.4 | 2.0 | -4.5
Cc1ccccc1OS(=O)(=O)c1cccc([N+](=O)[O-])c1 | / | 1.1 | -23.3 | -2.4 | 4.1 | 1.3 | /
Cc1cccc(NCc2ccc(N(C)C)cc2)n1 | -9.6 | -2.9 | -67.6 | -99.9 | -2.1 | 1.8 | 1.2
O=C(N[C@@H]1CC[C@H](CCn2cc(C3(O)CCCC3)nn2)O[C@H]1CO)C1CCCC1 | 0.4 | 1.6 | 2.6 | 7.0 | 2.9 | -12.5 | 0.3[16.7 µM]
CO[C@H]1CN(C)C(=O)c2ccc(NS(=O)(=O)c3cccc(Cl)c3)cc2OC[C@@H](C)NC[C@@H]1C | 10.9 | 0.8 | -2.1 | -0.8 | 5.6 | -2.6 | /
Cc1ccc(CC(C)(O)CC(C)(O)Cc2ccc(C)cc2)cc1 (configuration not stated) | -14.6 | 3.0 | 1.5 | 1.9 | -9.0 | -5.0 | /

Entries of single compounds from above. Order of screens: INS-1E GSIS act	CFTR F508del cor	PAX8 reporter	EWS-Fli inh	FN deposition inh	DENV2 CPE rescue	miR122 inh
Record of `COC(=O)[C@]1(C)N[C@H](CN(C)C(=O)c2ccc(C)cc2)[C@@H]2C(=O)N(C)C(=O)[C@@H]21` → 11.2	-3.8	1.9	-1.2	9.4	2.0	-4.5
Record of `C/C=C/c1ccc2c(c1)O[C@H](CN(C)C(=O)c1ccccc1)[C@H](C)CN([C@H](C)CO)S2(=O)=O` → 6.0	1.5	7.8	12.7	-0.1	-1.3	-3.4[16.7 µM]

Three compounds already listed, ordered by the number in DENV2 CPE rescue, lowest first:
molecule | DENV2 CPE rescue
C/C=C/c1ccc2c(c1)O[C@H](CN(C)C(=O)c1ccccc1)[C@H](C)CN([C@H](C)CO)S2(=O)=O | -1.3
NCCN1C(=O)c2ccccc2C1(O)c1ccc(Cl)cc1 (configuration not stated) | 3.0
CCc1nc2ccc(C(=O)NCCc3ccccc3OC)cc2nc1CC | 8.9

Next section:
SMILES | INS-1E GSIS act | CFTR F508del cor | PAX8 reporter | EWS-Fli inh | FN deposition inh | DENV2 CPE rescue | miR122 inh
CC(C)N(C(=S)Nc1cccnc1)c1ccccc1 | -4.6 | -2.2 | 1.1 | -20.4 | 11.3 | -1.2 | 2.1
CC(C)NC(=O)Nc1ccc2c(c1)C(=O)N([C@@H](C)CO)C[C@@H](C)[C@@H](CN(C)C(=O)NC1CCCCC1)O2 | 11.1 | 2.2 | -5.7 | / | / | 10.8 | 8.7[16.7 µM]
O=C(C[C@H]1CC[C@H]2[C@@H](COC[C@@H](O)CN2Cc2cccc(F)c2)O1)NCCc1ccncc1 | -5.7 | -1.0 | 0.6 | -4.5 | -11.1 | 17.0 | 6.4[16.7 µM]
CCC(=O)NC(=S)NNC(=O)c1ccc(O)cc1 | -3.5 | -2.0 | -27.2 | -2.9 | / | 0.3 | 4.6
COc1ccc(Nc2cc(C)nc3nc(C)nn23)c(OC)c1 | 11.9 | -5.2 | 3.2 | -2.4 | 1.1 | 5.7 | -1.6
CC1CCN(c2ccccc2NC(=S)NC(=O)C(C)(C)C)CC1 | -28.3 | -0.6 | 16.8 | 16.0 | -11.8 | 1.2 | /
CC1(c2nnnn2Cc2ccccc2)CCC(=O)N1CCCN1CCOCC1 (configuration not stated) | -1.8 | -0.3 | -13.7 | -1.1 | -5.9 | 19.5 | /
CN(C)c1ccc(S(=O)(=O)N2CCCCC2)cc1NC(=O)CCNC(=O)c1ccccc1Cl | -12.2 | -2.5 | 6.5 | 7.3 | 5.6 | 4.5 | 1.7
CCCCCCN1C[C@H](O)[C@@H](n2cc(C3CC3)nn2)C[C@@H]1c1ccccc1 | -39.8 | -0.4 | 1.8 | -1.7 | -2.3 | -7.6 | 3.4
CCCc1cc(C(N)=O)c(NC(=O)C2CCCO2)s1 (configuration not stated) | -7.6 | / | / | / | -14.0 | / | -3.8
CC(C)(C)c1ccc(C(=O)Nc2nnc(C3=COCCO3)o2)cc1 | -5.8 | 2.1 | -11.8 | / | 1.6 | -1.8 | -6.4
COc1ccc(CC(=O)Nc2ccc(-c3ccc4nnc(C)n4n3)cc2)cc1OC | -12.2 | -4.0 | -13.4 | 18.3 | -2.4 | 2.8 | -8.1
O=C(O)Cn1nnc(COc2ccccc2)n1 | 14.7 | -2.5 | 7.5 | 2.4 | 4.4 | ? | /
C[C@@H]1CN([C@@H](C)CO)C(=O)Cc2cc(NS(=O)(=O)c3cn(C)cn3)ccc2O[C@H]1CN(C)S(=O)(=O)c1ccc(Cl)cc1 | 6.2 | -1.4 | 8.4 | -3.7 | -2.0 | -0.7 | -1.6[16.7 µM]
O=C1CCC(CCC(=O)N2CCCC(C(=O)c3ccc4c5c(cccc35)CC4)C2)=NN1 (configuration not stated) | -3.1 | -0.3 | 15.8 | 6.8 | -5.2 | -2.1 | /
CC1(C)C2CCC1(CS(=O)(=O)N1CCC(C(N)=O)CC1)C(=O)C2 (configuration not stated) | 12.4 | 0.5 | -0.8 | / | 0.7 | -1.9 | /
COc1ccc(-n2c(Cc3cccn3C)nnc2SCC(=O)N2CCC(C)CC2)cc1 | 5.9 | 0.5 | -5.7 | 4.7 | 5.6 | 0.8 | -2.1
CN(c1ccc(C(=O)N2CCN(Cc3ccc4c(c3)OCO4)CC2)cc1)S(=O)(=O)c1ccccc1 | -26.5 | / | / | / | 2.1 | / | -1.1
O=C(NCCc1c[nH]c2ccccc12)c1ccco1 | -5.5 | -0.1 | -1.5 | -32.8 | 3.6 | -0.6 | 2.1
CCOC(=O)C1CCCN(c2c(NCCc3ccc(Cl)cc3)c(=O)c2=O)C1 (configuration not stated) | 1.9 | -1.7 | 3.3 | -4.6 | -2.7 | -4.6 | -3.6
CC(Oc1cc(C(F)(F)F)cc(C(F)(F)F)c1)C(=O)NC(N)=O (configuration not stated) | / | / | 11.3 | / | -0.8 | / | 1.8
O=C(CSCC(=O)N1CCOCC1)Nc1nc(-c2ccc3c(c2)OCO3)cs1 | -13.4 | 2.5 | -77.1 | -44.2 | -4.5 | 4.8 | 7.3
Cc1nnc(SCC(=O)Nc2cc(Cl)ccc2Cl)n1CC1CCCO1 (configuration not stated) | 73.5* | -1.7 | -9.9 | 2.2 | -4.0 | -8.7 | -3.5
C=CCNc1nc2ccccc2nc1NS(=O)(=O)c1ccc(OC)cc1 | 5.8 | 1.2 | 14.7 | 7.5 | / | -0.1 | 3.0
COC(=O)NCC(c1ccco1)N1CCN(c2ccccc2)CC1 (configuration not stated) | 8.5 | 2.2 | -15.0 | -2.4 | 0.5 | -1.1 | /
CCCNC(=O)N(C)C[C@@H]1Oc2ncc(-c3ccc(C(=O)N(C)C)cc3)cc2C(=O)N([C@H](C)CO)C[C@@H]1C | -0.7 | 7.0 | / | 0.4 | / | -5.7 | /
CC(=O)NC(Cc1cc(C)ccc1C)C(=O)N1CCN(C(=O)c2ccc(Br)cc2)CC1 (configuration not stated) | 20.2 | -1.8 | 17.1 | 10.6 | 0.3 | -0.6 | /
COc1cc(CCC(=O)OCC(=O)N(CC(C)C)C2CCS(=O)(=O)C2)cc(OC)c1OC (configuration not stated) | -5.0 | 0.8 | 5.4 | -2.1 | -1.4 | -1.8 | -5.3
S=C(NC1CCCCC1)NN(c1ccccc1)c1ccccc1 | -60.3 | / | -8.9 | 16.2 | 6.5 | 4.9 | -0.1
C[C@H]1CN([C@@H](C)CO)C(=O)c2cccc(NC(=O)Nc3cccc4ccccc34)c2O[C@H]1CN(C)Cc1ccc(Oc2ccccc2)cc1 | -27.4 | -0.2 | / | 18.8 | / | -1.8 | -7.1[16.7 µM]
CCNC(=O)C[C@H]1CC[C@@H]2[C@H](COC[C@@H](O)CN2Cc2ccccc2F)O1 | -2.8 | -1.9 | -6.9 | -1.1 | -11.8 | -2.8 | 8.3[16.7 µM]
Cc1ccc(C2=NCCn3c2c2ccccc2[n+]3[O-])cc1 | 16.1 | -1.9 | -1.3 | -9.7 | 3.6 | ? | 6.0
CCNC(=O)NC(=O)C(C)OC(=O)c1oc2ccc(OC)cc2c1C (configuration not stated) | / | / | -5.2 | / | 9.3 | / | 1.0
O=C(Nc1ccc(F)c(Cl)c1)c1cc(C2CCCN(S(=O)(=O)c3cccs3)C2)on1 (configuration not stated) | 0.1 | 6.9 | -27.0 | -9.9 | 16.7 | ? | 1.7
CN(C)c1oc(-c2ccc(OCc3ccc(Cl)cc3)cc2)nc1C#N | 16.1 | / | / | / | 6.9 | / | 5.9
CC(C)(C)NC(=O)CN(C(=O)CCC(=O)Nc1nccs1)c1cccc(C(F)(F)F)c1 | -4.0 | 4.0 | -23.2 | 5.3 | -8.8 | 3.4 | /
O=C(C[C@H]1CC[C@@H](NC(=O)Nc2ccc3c(c2)OCO3)[C@H](CO)O1)NCCCN1CCOCC1 | -0.3 | 1.8 | / | / | 1.9 | -1.5 | /

Compounds were not picked by outcome; any-hit rate near 3.9%.
